# RORa activator = activators of orphan receptor RORA, primary screen, cell-based, luminescence; Nuclear receptor ROR-alpha (Homo sapiens), P35398; CHO-K1 Gal4-RORA LBD luciferase reporter; percent increase over mock-subtracted basal signal; activation, % at 10 µM; 1.5% of 65,000 active; AID 560, 2006;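 active = activation above the mean of all tested compounds plus 3 SD, cut at about 49% in these data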;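 note: 0% = DMSO-treated RORA cells and 100% = added signal equal to DMSO minus mock-transfected cells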
# Target sequence (P35398 whole entry, looked up, the tested form may be a part): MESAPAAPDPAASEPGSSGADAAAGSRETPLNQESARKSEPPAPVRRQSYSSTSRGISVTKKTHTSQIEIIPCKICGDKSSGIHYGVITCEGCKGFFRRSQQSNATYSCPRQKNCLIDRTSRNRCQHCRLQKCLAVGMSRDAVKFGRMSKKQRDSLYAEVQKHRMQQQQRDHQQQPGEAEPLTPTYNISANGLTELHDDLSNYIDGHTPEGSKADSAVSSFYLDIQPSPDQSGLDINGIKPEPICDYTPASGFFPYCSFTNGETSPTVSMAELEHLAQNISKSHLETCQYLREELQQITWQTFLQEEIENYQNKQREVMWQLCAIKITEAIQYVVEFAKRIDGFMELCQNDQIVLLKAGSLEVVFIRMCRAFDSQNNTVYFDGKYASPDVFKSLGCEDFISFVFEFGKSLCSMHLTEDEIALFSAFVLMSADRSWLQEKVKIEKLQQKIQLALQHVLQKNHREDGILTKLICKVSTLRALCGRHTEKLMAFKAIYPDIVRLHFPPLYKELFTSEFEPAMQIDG
# SF-1 act = activators of human SF-1, primary screen, cell-based, CHO-K1, Gal4-SF-1 LBD, luciferase luminescence | Steroidogenic factor 1 (Homo sapiens), Q13285 | CHO-K1 Gal4-SF-1 LBD luciferase reporter; % increase over DMSO SF-1-specific signal | activation, % at 10 µM | 1.9% of 65,000 active;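 active = activation above the mean activation of all tested compounds plus 3 SD, cut at about 50% in these data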
#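 Assay system – CHO-K1 cells with Gal4–hSF-1 LBD chimera plus Gal4-driven luciferase · Quantity – 4,000 cells per well · Times – compound added 1 h post-seeding, 20 h exposure at 37 °C, 5% CO2 · Measured by – luciferase light emission · Benchmarks – DMSO and mock-transfected background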
# AP complement = alternative complement pathway inhibitors, primary screen, biochemical, ELISA, human serum, orthogonally pooled compounds | LPS-coated ELISA, C3 deposition; tested in compound mixtures | inhibition, % at 5 µM | 0.08% of 62,000 active;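 active = inhibition above 30% in each of the two pooled mixtures holding the compound, so the lower value exceeds 30%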;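 note: 0% = serum in Mg-EGTA without compound and 100% = EDTA serum blank; some compounds past the cut are filed as inactive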
#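 Assay system: Human serum alternative complement pathway, C3 deposition on LPS-coated wells | Incubation: 1 h serum-compound exposure at 37 °C | Doses: 5 µM per compound in ten-compound mixtures | Read-out: Percent inhibition | Technique: ELISA with HRP anti-human C3 antibody, TMB substrate, absorbance 450 nm | Replication: Two pool placements per compound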
# 5-HT1A blocker = human 5-HT1a receptor antagonists, primary screen, cell-based, CHO, Ga15 NFAT-bla reporter; 5-hydroxytryptamine receptor 1A (Homo sapiens), P08908; CHO 5-HT1a Ga15 NFAT-bla reporter, antagonist mode; inhibition, % at 10 µM; 0.68% of 62,000 active; AID 612, 2007;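 active = inhibition above the mean of all tested compounds plus 3 SD, cut at about 43% in these data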;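 note: receptor stimulated by 5-CT agonist at 100 nM near EC80; beta-lactamase reporter measured by ratiometric fluorescence of a cleavable substrate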
# 5HT1E antag = 5-HT1E receptor antagonists, primary screen, cell-based, HTS. 5-hydroxytryptamine receptor 1E (Homo sapiens), P28566. CHO 5-HT1E Ga15 NFAT-bla reporter, FRET, antagonist. inhibition, % at 6 µM. 0.99% of 65,000 active;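 active = inhibition above a set limit, the mean inhibition across every tested compound plus 3 SD, cut at about 29% in these data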;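 note: signal is the 460 over 535 nm emission ratio of beta-lactamase substrate; 0% = agonist plus DMSO wells and 100% = wells without agonist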
# S1P1 ag-PAM = S1P1 agonists and agonism potentiators, primary screen, cell-based, primary and confirmation screens, CRE-bla reporter | S1P1 CRE-bla cells, forskolin, beta-lactamase FRET, potentiator mode; S1P1 agonist co-added at EC20, 2 nM; 100% = saturating reference agonist, 0% = basal | activation, % at 9.5 µM | 0.57% of 56,000 active;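 active = activation above a cutoff set at the mean activation of all tested compounds plus 3 SD, cut at about 54% in these data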;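 note: forskolin at 4 µM as EC80 and the EC20 agonist is SEW2871; 100% = SEW2871 at its EC100 plus forskolin at EC80; some compounds past the cut are filed as inactive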
# tolC growth inh = growth inhibitors of E. coli tolC mutant, primary screen, strain BW25113 ΔtolC::kan, 384-well; OD615; AID 573, 2007; 2.2% of 65,000 active; growth inhibition, % at 10 µM (by protocol);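 active = growth inhibition at or above a cutoff equal to the mean over every tested compound plus 3 SD, cut at about 60% in these data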;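 note: growth measured after 20 h incubation at 37 °C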
#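 Test system: E. coli BW25113 ΔtolC::kan bacteria | Medium: Kanamycin-containing LB broth (50 µg/mL) | Dosing: One dose of 10 µM final | Times: 20 h incubation with compound, 37 °C | Detection: Optical density read at 615 nm | Read-out basis: Percent growth inhibition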
# 5HT1E ag = 5-HT1E receptor agonists, primary screen, cell-based, HTS; 0.69% of 65,000 active; AID 574, 2007; CHO 5-HT1E Ga15 NFAT-bla reporter, FRET; 0% DMSO wells, 100% control agonist wells; activation, % at 6 µM;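 active = activation above a set limit, the screen-wide mean activation plus 3 SD, cut at about 8.5% in these data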;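 note: 100% = positive control agonist at 1 µM giving full maximal response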
# S1P3 agonist = human S1P3 receptor agonists, primary screen, cell-based, primary and confirmation, NFAT-BLA reporter; 0.1% of 60,000 active; Sphingosine 1-phosphate receptor 3 (Homo sapiens), Q99500; S1P3 NFAT-BLA reporter cells, agonism, FRET ratio; relative to 1 µM S1P, basal subtracted; activation, % at 4.5 µM;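 active = activation above the screen-wide mean plus 3 SD, cut at about 4.5% in these data, passing the limit was not always enough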; note: some compounds called inactive have numbers as strong as hits
#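 Material: Human S1P3 NFAT-BLA reporter CHO cells | Incubation: Overnight plating, 4 h compound 37 °C, 2 h substrate RT | Signal: FRET β-lactamase substrate fluorescence, excitation 405 nm, 460/535 nm emission ratio, background-subtracted | Compound: 4.5 µM final, single dose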
# Active calls of the source: *; / = not tested or not shown. Not all compounds are listed (hit frequency here may not be typical).
# Letters: A = RORa activator; B = SF-1 act; C = AP complement; D = 5-HT1A blocker; E = 5HT1E antag; F = S1P1 ag-PAM; G = tolC growth inh; H = 5HT1E ag; I = S1P3 agonist
CCSc1nnc([C@@H](N)Cc2c[nH]c3ccccc23)o1
  A: -5	B: -10	C: 13	D: -6	E: 7	F: 1	G: -18	H: -0.7	I: -0.9
O=C(CN1CC(c2ccccc2)CC1=O)Nc1cccc(F)c1 (stereo not given)
  A: 0	B: 5	C: 19	D: 6	E: -7	F: -4	G: 14	H: 0.9	I: -0.2
O=P(CN1CCN(c2ccccc2)CC1)(N1CCCCC1)N1CCCCC1
  A: 2	B: -33	C: 14	D: 15	E: -6	F: 15	G: 3	H: 0.3	I: 0.4
CC(=O)Nc1ccc(OC(=O)N2CCCCC2)cc1
  A: 27	B: -4	C: 15	D: -18	E: -5	F: -12	G: -12	H: -0.8	I: -1.1
CC12CN3CCN(CC(C3)C1O)C2 (stereo not given)
  A: -18	B: -7	C: 2	D: -13	E: -2	F: -1	G: -7	H: -1.1	I: -1.2
Cc1ccccc1NC1=NCC(C)S1 (stereo not given)
  A: 5	B: -3	C: 10	D: -4	E: -5	F: /	G: -2	H: 1.3	I: -0.3
CC(C)OCCCNC(=O)c1c(N)n(Cc2cccs2)c2nc3ccccc3nc12
  A: 1	B: 18	C: 10	D: -24	E: -11	F: -244	G: 17	H: 11*	I: 12*
CSc1nnc([C@@H](N)Cc2ccccc2)o1
  A: -6	B: 3	C: 15	D: -8	E: 3	F: -7	G: -24	H: -0.1	I: -0.8
CC(=NCCCN1CCOCC1)c1c(O)n(Cc2ccccc2)c(=O)[nH]c1=O
  A: 8	B: -8	C: 12	D: -5	E: 4	F: -3	G: -18	H: -0.5	I: -0.9
c1ccc(CCN2CCC(N3CCN(c4ccccc4)CC3)CC2)cc1
  A: -5	B: -12	C: 22	D: 9	E: -10	F: -3	G: -3	H: -0.1	I: -2.1
CCN(CC)P(=O)(Oc1cccc(C)c1)N(CC)CC
  A: 12	B: 13	C: 3	D: -1	E: -8	F: -12	G: -3	H: 0.6	I: -0.9
CCCCC(=O)C1C(=O)NC(=O)NC1=O
  A: -11	B: 5	C: -4	D: 2	E: 8	F: 17	G: -1	H: 0.0	I: -1.4
C=CCn1c(O)c(C(C)=NCCN2CCOCC2)c(=O)[nH]c1=O
  A: 5	B: -6	C: 12	D: 1	E: -8	F: -14	G: -27	H: 0.3	I: -0.4
Cc1oc(-c2ccc(Cl)cc2)nc1CS(=O)CC(=O)N1CCC2(CC1)OCCO2 (stereo not given)
  A: 16	B: 2	C: 3	D: 2	E: -6	F: 13	G: 11	H: -0.8	I: -1.3
CC(=O)N(C1=NCCCS1)c1ccccc1F
  A: -7	B: 0	C: 22	D: -1	E: 7	F: 6	G: -11	H: -0.1	I: -1.7

# Filtered by structure: the entries above containing sulfur.
# Letters: A = RORa activator; B = SF-1 act; C = AP complement; D = 5-HT1A blocker; E = 5HT1E antag; F = S1P1 ag-PAM; G = tolC growth inh; H = 5HT1E ag; I = S1P3 agonist
CCSc1nnc([C@@H](N)Cc2c[nH]c3ccccc23)o1
  A: -5	B: -10	C: 13	D: -6	E: 7	F: 1	G: -18	H: -0.7	I: -0.9
Cc1ccccc1NC1=NCC(C)S1 (stereo not given)
  A: 5	B: -3	C: 10	D: -4	E: -5	F: /	G: -2	H: 1.3	I: -0.3
CC(C)OCCCNC(=O)c1c(N)n(Cc2cccs2)c2nc3ccccc3nc12
  A: 1	B: 18	C: 10	D: -24	E: -11	F: -244	G: 17	H: 11*	I: 12*
CSc1nnc([C@@H](N)Cc2ccccc2)o1
  A: -6	B: 3	C: 15	D: -8	E: 3	F: -7	G: -24	H: -0.1	I: -0.8
Cc1oc(-c2ccc(Cl)cc2)nc1CS(=O)CC(=O)N1CCC2(CC1)OCCO2 (stereo not given)
  A: 16	B: 2	C: 3	D: 2	E: -6	F: 13	G: 11	H: -0.8	I: -1.3
CC(=O)N(C1=NCCCS1)c1ccccc1F
  A: -7	B: 0	C: 22	D: -1	E: 7	F: 6	G: -11	H: -0.1	I: -1.7

# Compound activity (PubChem)
